High-throughput results from PubChem.
ST2 inh = blocks human ST2 binding to IL-33. AlphaLISA ST2-Fc/biotin-IL-33 interaction, 1 h. inhibition, % for hits at 17 µM. hit rate 2.3% among 78,000. AID 1259354; in the data active means inhibition above about 30%; inconclusive means mostly about 10% to 28%
Target sequence (Q01638 whole entry, looked up): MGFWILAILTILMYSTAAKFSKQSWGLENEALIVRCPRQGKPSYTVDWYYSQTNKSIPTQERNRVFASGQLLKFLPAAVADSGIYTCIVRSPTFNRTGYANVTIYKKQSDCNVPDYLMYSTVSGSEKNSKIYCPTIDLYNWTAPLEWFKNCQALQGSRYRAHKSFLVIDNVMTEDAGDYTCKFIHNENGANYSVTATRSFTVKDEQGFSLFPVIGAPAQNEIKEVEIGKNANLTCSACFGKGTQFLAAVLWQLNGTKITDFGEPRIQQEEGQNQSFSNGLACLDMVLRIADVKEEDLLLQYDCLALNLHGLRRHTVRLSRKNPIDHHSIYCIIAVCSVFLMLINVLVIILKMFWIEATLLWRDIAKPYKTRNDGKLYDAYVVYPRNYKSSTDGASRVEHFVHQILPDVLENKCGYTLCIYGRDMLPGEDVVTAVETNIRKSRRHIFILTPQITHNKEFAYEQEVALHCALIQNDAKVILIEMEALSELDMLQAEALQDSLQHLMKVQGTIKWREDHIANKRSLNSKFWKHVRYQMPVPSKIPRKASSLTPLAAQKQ
* = called active by the depositor; i = inactive; u = inconclusive. A portion of the library, so the mix of outcomes need not match the whole.

SMILES	ST2 inh
COc1ccccc1C1CC(c2ccc(Br)cc2)=NN1C(=O)c1ccncc1 (stereo unspecified)	u
O=C(CCCn1c(=O)[nH]c2ccsc2c1=O)NCc1cccs1	i
Cc1cc(C)nc(NS(=O)(=O)c2ccc(NC(=O)c3ccccc3C)cc2)n1	i
CC(C)(C#N)NC(=O)C1Cc2ccccc2CN1S(=O)(=O)c1ccc(F)cc1 (stereo unspecified)	i
COc1cccc2cc(C(N)=O)c(=Nc3ccc(-c4ccccc4)cc3)oc12	i
O=C(/C=C/c1ccc(O)c2c1C(C(=O)O)C(c1ccc(O)c(O)c1)O2)OC(Cc1ccc(O)c(O)c1)C(=O)O (stereo unspecified)	i
COc1ccc(NC(=O)CSc2nc3ccc(NC(C)=O)cc3s2)cc1	i
NC(=O)c1nc(CN2CCCC(CCc3ccccc3C(F)(F)F)C2)no1 (stereo unspecified)	i
NC(=O)C(=O)Nc1ccc2c(c1)OCCO2	u
N#Cc1cc2c(nc1SCC(=O)c1ccccc1)CCC2	u
CC(=O)N1C(=O)Cc2cc([N+](=O)[O-])ccc21	u
Cc1nc2ncccn2c1C(=O)N1CCc2c(cc(-c3cccc(Cl)c3)c(=O)n2CC2CC2)C1	u

The last five entries of the section before come first, to join the parts.
SMILES	ST2 inh
NC(=O)c1nc(CN2CCCC(CCc3ccccc3C(F)(F)F)C2)no1 (stereo unspecified)	i
NC(=O)C(=O)Nc1ccc2c(c1)OCCO2	u
N#Cc1cc2c(nc1SCC(=O)c1ccccc1)CCC2	u
CC(=O)N1C(=O)Cc2cc([N+](=O)[O-])ccc21	u
Cc1nc2ncccn2c1C(=O)N1CCc2c(cc(-c3cccc(Cl)c3)c(=O)n2CC2CC2)C1	u
COc1ccc(C2CC(c3ccccc3)=NN2S(=O)(=O)c2ccccc2)cc1 (stereo unspecified)	i
Cc1ccc(CN2CCNC(=O)C2CC(=O)O)o1 (stereo unspecified)	u
Cc1ccc(NC(=O)c2ccc([N+](=O)[O-])o2)cc1	u
Clc1ccc(Nc2ncnc3c2cnn3-c2ccccc2)c(Cl)c1	u
CC(NC(=O)c1n[nH]c2c1CCC2)c1nc2c(s1)CCCC2 (stereo unspecified)	i
Cc1ccc(-c2noc(CCC(=O)N(C)c3cccc(C)c3)n2)cc1	i
CCc1[nH]c2ccc(CNC(=O)COc3ccccc3O)cc2c1C	u
COc1ccc(S(=O)(=O)Nc2ccc(S(=O)(=O)Nc3ccc(F)cc3)cc2)cc1	u
COc1cc(-c2cccc3ccnn23)ccc1NC(C)=O	i
CC1=C[C@@H](CNC(=O)c2ccco2)[C@H](C(C)C)C[C@H]1CC(=O)NCCN(C)C	i
O=C(OC(c1ccccc1)c1nccc2ccccc12)c1ccccc1 (stereo unspecified)	i
COc1ccc(OC)c(-c2cc(C(=O)Nc3cc(C)on3)no2)c1	i
CCn1nc(C)c(NC(=O)CNC(C)c2ccccc2-n2cccn2)c1C (stereo unspecified)	i
Cc1cc(C)n2ncc(CN3CCN(c4ncccc4C)CC3)c2n1	i
COc1ccc(N(CC(=O)NCc2ccccc2C)S(C)(=O)=O)cc1Cl	i
O=C1C2C(C(=O)N1c1ccc(Cl)cc1Cl)[C@H]1C=C[C@@H]2CC1 (stereo partly specified)	i
CCNC(=O)[C@H]1O[C@@H](n2cnc3c(N)nc(NCCc4ccc(CCC(=O)O)cc4)nc32)[C@H](O)[C@@H]1O	i
CCOC(=O)c1nn(Cc2ccccc2)c2c1CN(C(=O)c1ocnc1C)CC2	u
CC1CCCC(C)N1C(=O)c1ccc(Cl)cc1 (stereo unspecified)	i
COc1cc(Cl)c(CN2C[C@H]3C[C@H](O)[C@H](O)C[C@H]3C2)c(Cl)c1OC	i
O=C(CCc1ccccc1)Nc1c(F)c(F)c(F)c(F)c1F	i
COc1ccc(OC)c(C2C(=C(O)c3ccc(Cl)cc3)C(=O)C(=O)N2Cc2cccnc2)c1 (stereo unspecified)	u
CCOc1ccc(NC(=O)c2ccc(OC)c(OC)c2)cc1	i
O=C(NCc1ccco1)C(Cc1ccccc1)N1C(=O)C2C3C=CC(C3)C2C1=O (stereo unspecified)	i
O=C(O)CCN(CCC(=O)O)c1nnc(-c2ccccc2)o1	i
N#CC1=C(N)C(C#N)(C#N)C(c2ccc(Cl)c(Cl)c2)C2CCCC=C12 (stereo unspecified)	i
CC(C)C(NC(=O)C1CCCCC1)C(=O)N1CCN(c2ccccn2)CC1 (stereo unspecified)	i
O=C1C[C@H]2CC[C@@H](CN1)N2C(=O)Cc1ccc(NC(=O)C2CC2)cc1	43.0%*
COc1cccc(-c2nnc(Nc3nc4ccc(OC)cc4s3)o2)c1	i
CC(NC(=O)c1cccs1)C(c1cccs1)N1CCN(c2ccccc2F)CC1 (stereo unspecified)	i
CO[C@H]1[C@H](NC(=O)Cc2cccs2)c2ccccc2C12CCN(CC#Cc1ccccc1)CC2	i
CCOC(=O)N1CCN(C2CCCN(C(=O)c3scc4c3CCCC4)C2)CC1 (stereo unspecified)	i
COc1ccccc1OCc1nc(C#N)c(N2CCCC2)o1	u
Brc1ccc2ncnc(Nc3ccccc3)c2c1	i
Cc1nn(-c2ccccc2)c2c1C(c1ccc([N+](=O)[O-])o1)C(C#N)=C(N)O2 (stereo unspecified)	39.0%*
Cc1ccc(NCc2nc3ccccc3n2C)c(C)c1	u
COc1ccc(C2=NN(CC(=O)N3CCC4(CC3)OCCO4)C(=O)CC2)cc1	u
Cc1ccc(S(=O)(=O)N[C@H]2C[C@@H]3CC[C@H]2C3)cc1[N+](=O)[O-]	i
CCCCN1C(=O)CN(C2CCCC2)C(=O)C1c1ccc(C)cc1 (stereo unspecified)	i
Cc1ccc(-n2ncc3c(Nc4ccc(F)cc4)ncnc32)c(C)c1	i
CC(C)(C)c1ccccc1OCC(O)CN1CCN(c2ccccc2)CC1 (stereo unspecified)	i
COc1ccc(Br)cc1C(=O)Nc1cc2c(ccc3ccccc32)oc1=O	i
COc1cc(-c2[nH]nc3c2C(c2ccc(C(F)(F)F)cc2)C(C#N)=C(N)O3)cc(OC)c1OC (stereo unspecified)	u
COc1ccc(C2=CC(=O)Nc3ccccc3S2)cc1	i
COc1ccc2cc3cc(C(=O)NCCN4CCc5ccccc5C4)oc3nc2c1	u
COc1cccc(CNC(=O)CC2C(=O)NCCN2CCc2ccccc2)c1OC (stereo unspecified)	u
Cn1cc(NC(=O)c2cccc(CN3CCN(CC4CCCO4)CC3)c2)cn1 (stereo unspecified)	i
Clc1ccc(OCCCNCc2ccco2)cc1	i
COc1ccc(CCNC(=O)C2(C)CCC(=O)N2Cc2ccc3c(c2)OCO3)cc1OC (stereo unspecified)	u
COc1ccccc1Oc1c(F)c(OC)nc(OC)c1F	i
CC(=O)N1CCc2c(nc(C)nc2NCCCOc2cccnc2)C1	i
CCCOCCOC(=O)C1=C(C)NC2=C(C(=O)C(C(=O)OC)C(C)C2)C1c1ccccc1C (stereo unspecified)	i
CCc1c(C)sc(NC(=O)CCCn2nc([N+](=O)[O-])c(Br)c2C)c1C#N	u
COc1cc(CN2CCN(c3ccccc3C)CC2)cc(OC)c1O	i
Cc1cc(=O)c(C(=O)N2CCC3(CCCO3)CC2)c(C)[nH]1	i
CC(=O)c1ccc2sc3ccccc3c2c1	i
O=C(c1cc(-c2ccco2)on1)N(C1CCCCC1)C1CCCCC1	i
COc1cc(/C=C2\C(=O)Nc3ccc(Br)cc32)cc([N+](=O)[O-])c1O	31.0%*
CC(C)Oc1cccc(C(=O)Nc2ccc(Cl)c(-c3nc4ncccc4o3)c2)c1	i
NC(=O)CNC(=O)C1=C[C@@H](NC(=O)Nc2cccc(F)c2)[C@@H](O)[C@H](O)C1	i

(cont.)
SMILES	ST2 inh
Cc1ccc([N+](=O)[O-])cc1S(=O)(=O)n1cnc2ccccc21	u
Cc1ccc(O)c(-c2[nH]ncc2C(=O)c2ccccc2)c1	i
Cn1c(CNc2ccccc2)cc(=O)n(C)c1=O	i
N#Cc1c(SCC(=O)O)nc(N2CCCCC2)c2c1CCCC2	i
COc1ccc(CCNC(=O)c2ccc3c(c2)OCO3)cc1	i
COCCn1cc(C(=O)NCC2CCCO2)c2c3ccccc3n(C)c2c1=O (stereo unspecified)	i
CCCn1c2ccccc2c2nnc(SC(C)C)nc21	u
Cc1ccc(CCC(=O)Nc2ccc(OC(F)(F)F)cc2)o1	u
COc1cc(C(=O)N2CCC(N3CCCCCC3)CC2)cc(OC)c1OC	i
c1ccc(-c2ccccc2OCCOCCN2CCOCC2)cc1	i
Cc1ccccc1Cn1cc(C(=O)N(Cc2ccccc2)Cc2scnc2C)nn1	i
COc1cc(F)c(-c2nccn2CCCc2cccnc2)cc1OC	u
O=C(CSc1ncnc2nc[nH]c12)c1cccc([N+](=O)[O-])c1	i
Cc1ccc(C)c(N(CC(=O)Nc2ccc(C(N)=O)cc2)S(C)(=O)=O)c1	i
CN(CCC#N)C(=O)c1c[nH]c2ccc(S(=O)(=O)Nc3ccccc3F)cc2c1=O	i
COC(Cn1ccnc1-c1ccc(S(C)(=O)=O)cc1)c1cccs1 (stereo unspecified)	u
COCCNC(=O)c1c(NC(=O)c2cccc([N+](=O)[O-])c2)sc2c1CCCC2	u
CN(C)c1ccc(C(O)(c2ccc(N(C)C)cc2)c2ccc(N(C)C)cc2)cc1	97.0%*
Cc1ccc(Nc2nc3nonc3nc2N2CCCCC2)cc1C	i
Cc1ncc(C)c(N2CC[C@@H](c3ccc4ccccc4c3)[C@H](O)C2)n1	u
CCOc1ccc(N2CC(NC(=O)c3cc4ccccc4o3)CC2=O)cc1 (stereo unspecified)	i
CC(=O)c1cccc(NC(=O)C(Cl)Cl)c1	i
CN(C)C=Nc1nc2ccc3c(c2s1)CCCC3	i
CCCCOc1ccc(C(=O)Nc2ccc(OCC)cc2[N+](=O)[O-])cc1	i
Cc1nn(Cc2ccc(Cl)c(Cl)c2)c(C)c1NC(=O)c1cc(C2CC2)on1	i
O=C(O)c1[nH]c2ccc(Br)cc2c1CCN1C(=O)c2ccccc2C1=O	i
CCn1ccnc1CN(C)c1cc(C2CCCNC2)nc(C)n1 (stereo unspecified)	i
CS(=O)(=O)c1cnn2cc(CN3CCCC3c3ccc(F)cc3)cnc12 (stereo unspecified)	i
O=[N+]([O-])c1ccc(O)c(CN2CCCCC2)c1	i
CC(=O)NCC1=CCCN(CCn2cc(Cl)cn2)C1	u
COc1ccc2c(=O)c(-c3ccccc3)c(C(F)(F)F)oc2c1	i
CCOc1ccc(-c2cc(OCC)c3c(C)oc(C)c3c(=[O+]CC)c2)cc1	u
CN(C)CC1(O)CCN(C(=O)c2ccc(Cn3ccnc3)o2)C1 (stereo unspecified)	i
CCOCCSc1nc2c(c(=O)[nH]1)C(C1CCCC1)Cc1ccccc1-2 (stereo unspecified)	i
O=[N+]([O-])c1cccc(C2SCCN2S(=O)(=O)c2cccc(C(F)(F)F)c2)c1 (stereo unspecified)	u
COc1ccccc1Nc1ncnc2c1cnn2-c1ccccc1	i
COc1cc(C)nc(NC(=O)NC(=O)c2ccc(C(F)(F)F)cc2)n1	i
Clc1ccc(Cn2ncc3c(N4CCN(c5ccccn5)CC4)ncnc32)c(Cl)c1	i
CCc1cn[nH]c1C1CCN(C(=O)c2cc(CC(C)C)nn2CC)CC1	i
COc1ccc(NC(=O)CSc2n[nH]c(C)c2[N+](=O)[O-])cc1	i
Cc1ccc(-c2cnc3ccccc3n2)cc1C	u
CCOc1ccc(N(C(C)C(=O)O)S(C)(=O)=O)cc1 (stereo unspecified)	i
CCOc1ccc(CN2CCC(c3n[nH]c(=O)n3CC)CC2)cn1	i
O=C(C1=CCCC1)N1CCC(c2nc(-c3cccnc3)ncc2-c2ccccc2)CC1	i
O=C(CCS(=O)(=O)c1cccc2nonc12)NC1CCCCCC1	i
COc1cc(NC(=O)CCC2CCCN(C(=O)CSC)C2)cc(OC)c1 (stereo unspecified)	i
Cc1ccc(S(=O)(=O)Nc2ccc(Cl)cc2)cc1C(N)=O	i
CC1=C[C@@H](CNS(=O)(=O)c2cccs2)[C@H](C(C)C)C[C@H]1CC(=O)O	i

In the list so far, these contain a nitro group on carbon.
SMILES	ST2 inh
CC(=O)N1C(=O)Cc2cc([N+](=O)[O-])ccc21	u
Cc1ccc(NC(=O)c2ccc([N+](=O)[O-])o2)cc1	u
Cc1nn(-c2ccccc2)c2c1C(c1ccc([N+](=O)[O-])o1)C(C#N)=C(N)O2 (stereo unspecified)	39.0%*
Cc1ccc(S(=O)(=O)N[C@H]2C[C@@H]3CC[C@H]2C3)cc1[N+](=O)[O-]	i
CCc1c(C)sc(NC(=O)CCCn2nc([N+](=O)[O-])c(Br)c2C)c1C#N	u
COc1cc(/C=C2\C(=O)Nc3ccc(Br)cc32)cc([N+](=O)[O-])c1O	31.0%*
Cc1ccc([N+](=O)[O-])cc1S(=O)(=O)n1cnc2ccccc21	u
O=C(CSc1ncnc2nc[nH]c12)c1cccc([N+](=O)[O-])c1	i
COCCNC(=O)c1c(NC(=O)c2cccc([N+](=O)[O-])c2)sc2c1CCCC2	u
CCCCOc1ccc(C(=O)Nc2ccc(OCC)cc2[N+](=O)[O-])cc1	i
O=[N+]([O-])c1ccc(O)c(CN2CCCCC2)c1	i
O=[N+]([O-])c1cccc(C2SCCN2S(=O)(=O)c2cccc(C(F)(F)F)c2)c1 (stereo unspecified)	u
COc1ccc(NC(=O)CSc2n[nH]c(C)c2[N+](=O)[O-])cc1	i

Another view of some results above.
> Clc1ccc(Cn2ncc3c(N4CCN(c5ccccn5)CC4)ncnc32)c(Cl)c1
  ST2 inh: i

> CCc1cn[nH]c1C1CCN(C(=O)c2cc(CC(C)C)nn2CC)CC1
  ST2 inh: i

Continuation.
SMILES	ST2 inh
Cn1c(=O)cc2c3c(c(Nc4ccccc4)ccc31)C(=O)c1ccccc1-2	40.0%*
CC(C)(C)c1[nH]nc2c1C(c1ccc(OC(=O)c3ccco3)cc1)C(C#N)=C(N)O2 (stereo unspecified)	i
COc1cc2c(cc1CNc1nccc(CCC(F)(F)F)n1)OCCO2	u
Cc1nc(NCc2ccccc2Cl)c2c(C)c(C)sc2n1	i
Cc1cccc(NC(c2ccccc2)c2ccc3ccc(C)nc3c2O)n1 (stereo unspecified)	36.0%*
COc1cccc(-c2cccc(C(=O)NCC3(O)CCCNCC3)c2)c1 (stereo unspecified)	u
COc1ccc(N=Cc2cccc([N+](=O)[O-])c2O)cc1	u
CCc1ccc(NC(=O)c2noc3c2CCC3)cc1	i
CCCOc1ccccc1C1C(C#N)=C(N)Oc2n[nH]c(-c3ccc4c(c3)OCO4)c21 (stereo unspecified)	i
CC(C)Cn1nc(C(=O)NC2CCCC2)c2c1CCN(C(=O)C(C)C)C2	i
